AHR activator: AHR activators, primary screen, cell-based, luminescence, luciferase reporter, human; 2.5% of 320,000 active; activation, % at 5 µM; Aryl hydrocarbon receptor (Homo sapiens), P35869; AHR-responsive luciferase reporter cells; in the data active = activation above about 47%;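 note: 0% = vehicle wells and 100% = reference agonist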
Target sequence (P35869 whole entry, looked up): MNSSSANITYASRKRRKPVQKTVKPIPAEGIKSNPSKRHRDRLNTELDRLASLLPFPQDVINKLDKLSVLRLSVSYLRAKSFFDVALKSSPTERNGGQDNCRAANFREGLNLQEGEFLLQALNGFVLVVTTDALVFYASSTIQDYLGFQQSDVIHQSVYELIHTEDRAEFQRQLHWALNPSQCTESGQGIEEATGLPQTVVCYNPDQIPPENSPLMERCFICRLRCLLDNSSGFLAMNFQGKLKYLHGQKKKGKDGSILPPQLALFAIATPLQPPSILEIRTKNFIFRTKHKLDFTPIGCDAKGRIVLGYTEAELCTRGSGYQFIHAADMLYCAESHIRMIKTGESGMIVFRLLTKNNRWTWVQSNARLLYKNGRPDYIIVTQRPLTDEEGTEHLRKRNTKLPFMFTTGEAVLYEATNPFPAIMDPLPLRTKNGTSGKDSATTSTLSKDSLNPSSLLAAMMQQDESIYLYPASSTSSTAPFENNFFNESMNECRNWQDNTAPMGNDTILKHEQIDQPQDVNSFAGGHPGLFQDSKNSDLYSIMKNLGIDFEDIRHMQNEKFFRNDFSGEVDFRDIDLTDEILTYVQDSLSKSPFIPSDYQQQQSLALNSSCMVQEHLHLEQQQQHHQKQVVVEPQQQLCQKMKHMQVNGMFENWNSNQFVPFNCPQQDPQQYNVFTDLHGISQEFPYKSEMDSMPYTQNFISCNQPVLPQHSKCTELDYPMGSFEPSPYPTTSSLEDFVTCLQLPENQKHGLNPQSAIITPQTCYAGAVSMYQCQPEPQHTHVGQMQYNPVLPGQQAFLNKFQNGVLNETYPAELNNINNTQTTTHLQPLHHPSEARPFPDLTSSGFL
PP5 primary: PP5 phosphatase inhibitors, primary screen, biochemical, fluorescence. Serine/threonine-protein phosphatase 5 (Homo sapiens), P53041. AID 1987, 2009. purified PP5c, OMFP substrate fluorescence. inhibition, % at 6.7 µM. 0.18% of 320,000 active;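 active = inhibition above the campaign's mean inhibition across all tested compounds plus 3 SD, cut at about 9.5% in these data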;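 note: 0% = DMSO only and 100% = 100 µM cantharidin control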
PAFAH2 inh: PAFAH2 enzyme inhibitors, primary screen, biochemical, fluorescence polarization, human. Platelet-activating factor acetylhydrolase 2, cytoplasmic (Homo sapiens), Q99487. AID 492956, 2010. 0.99% of 340,000 active. recombinant PAFAH2, FP-rhodamine activity probe. inhibition, % at 3.39 µM;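 active = inhibition above the mean over all tested compounds plus 3 SD, cut at about 30% in these data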;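 note: inhibitors block probe labeling of enzyme so polarization drops; 0% = enzyme with DMSO and 100% = wells lacking PAFAH2 protein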
procasp3 activ: activators of human procaspase-3 D3A mutant, primary screen, biochemical, absorbance, PC-3 D3A mutant, single concentration. activation, % at 8.5 µM. 0.11% of 330,000 active. recombinant procaspase-3 D3A, Ac-DEVD-pNA absorbance 405 nm. AID 463141, 2010. Caspase-3 (Homo sapiens), P42574;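 active = activation above the mean of all tested compounds plus 3 SD, cut at about 21% in these data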;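 note: 0% = DMSO alone and 100% = DMSO wells spiked with extra 5 µM PC-3 D3A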
Target sequence (P42574 whole entry D9A/D28A/D175A): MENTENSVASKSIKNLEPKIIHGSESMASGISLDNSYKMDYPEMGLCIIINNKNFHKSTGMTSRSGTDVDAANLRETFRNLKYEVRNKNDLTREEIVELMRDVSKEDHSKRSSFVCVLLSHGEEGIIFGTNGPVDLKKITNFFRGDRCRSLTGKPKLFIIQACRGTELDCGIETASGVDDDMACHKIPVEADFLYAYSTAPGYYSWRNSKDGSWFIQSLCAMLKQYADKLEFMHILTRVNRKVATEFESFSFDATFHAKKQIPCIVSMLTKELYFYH
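Assay system – Procaspase-3 D3A mutant · Benchmarks – DMSO low control, extra-enzyme high control · Technique – 405 nm absorbance of p-nitroaniline, reads at 0 and 120 min · Doses – 8.5 µM nominal · Measure – % activation between DMSO and enzyme-spiked controls · Also added – Ac-DEVD-pNA chromogenic peptide substrate · Schedule – 1 h compound preincubation, 2 h substrate hydrolysis at 25 °C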
PP1 inh: PP1-alpha phosphatase inhibitors, primary screen, counter-screen for PP5 inhibitor project, biochemical, fluorescence, OMFP substrate, single point; Serine/threonine-protein phosphatase PP1-alpha catalytic subunit (Homo sapiens), P62136; purified PP1alpha; inhibition, % at 6.7 µM; 0.9% of 320,000 active; AID 2235, 2010;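 active = inhibition above the mean inhibition of all tested compounds plus 3 SD, computed separately for each screening campaign, cut at about 15% in these data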
TPT1 inh: Candida albicans TPT1 enzyme inhibitors, primary screen, biochemical, fluorescence polarization | tRNA 2'-phosphotransferase TPT1 (Candida albicans SC5314) | recombinant caTPT1, FP RNA substrate dephosphorylation | inhibition, % at 5 µM | 0.81% of 300,000 active | AID 1962, 2009;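 active = inhibition above the mean of all tested compounds plus 3 SD, set per screening campaign, cut at about 24% in these data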;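 note: plate controls were DMSO alone for no effect and ferristatin control at 100 nM for full effect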
CTSL1 counter: Fasciola hepatica cathepsin L1 inhibitors, primary screen, counter-screen for PFM18AAP inhibitor project, biochemical, QFRET, fluorogenic peptide substrate | recombinant F. hepatica cathepsin L1, Z-Leu-Arg-MCA fluorescence | inhibition, % at 5.96 µM | 0.49% of 300,000 active | AID 1906, 2009;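 active = inhibition above the mean of all tested compounds plus 3 SD, set per screening campaign, cut at about 17% in these data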;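 note: 0% = plate median of test compound wells and 100% = 1 µM Z-Phe-Ala-diazomethylketone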
procasp7 counter: procaspase-7 activators, primary screen, counter-screen for procaspase-3 activator project, biochemical, absorbance, HTS, human; Caspase-7 (Homo sapiens), P55210; recombinant procaspase-7, Ac-DEVD-pNA absorbance 405 nm; D23A/D198A/D206A triple mutant, cannot self-cleave; scale: DMSO 0, 5 µM enzyme 100; activation, % at 8.5 µM; 0.093% of 330,000 active;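 active = percent activation above the screen-wide mean plus 3 SD, cut at about 25% in these data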
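signal = Epi-absorbance of released pNA at 405 nm, two timepoints | assay system = Uncleavable procaspase-7 mutant enzyme | reagent = Ac-DEVD-pNA substrate, 400 µM as added | times = 1 h enzyme–compound preincubation and 2 h substrate reaction, both 25 °C | benchmarks = low DMSO alone, high DMSO plus 5 µM PC-7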
HCV core dimer: inhibitors of HCV core protein dimerization, primary screen, biochemical, TR-FRET, high-throughput | TR-FRET GST/Flag-core106 dimerization, 1536-well | 0.33% of 300,000 active | inhibition, % at 5 µM | AID 1899, 2009;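 active = inhibition above the mean of all tested compounds plus 3 SD, set per screening campaign, cut at about 45% in these data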
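System: GST-tagged and Flag-tagged HCV core protein residues 1-106 / Input: core106 proteins, GST 13.5 nM and Flag 17 nM / Buffer or medium: KF-containing HEPES buffer, pH 7.45, DTT, CHAPS, BSA / Probe or stimulus: Eu-anti-GST and XL665-anti-Flag labelled anti-tag antibodies / Schedule: 4 h, 22.5 °C incubation / Technique: TR-FRET 671 and 617 nm emission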
* hit, by the source's call; nt = no result given. Rows were taken by chance. About 5.6% of those tested had a hit in this group.

SMILES	AHR activator	PP5 primary	PAFAH2 inh	procasp3 activ	PP1 inh	TPT1 inh	CTSL1 counter	procasp7 counter	HCV core dimer
COC(=O)c1nnn(CC(=O)NC(=O)Nc2ccccc2)c1C(=O)OC	3	-0.8	2	11	0	0	0	-2	1
Cc1ccc(S(=O)(=O)N(C)C)cc1NC(=O)COC(=O)c1ccc2c(=O)n3c(nc2c1)CCC3	2	-0.7	12	4	-5	0	-7	8	8
CCCNC(=O)CS(=O)(=O)c1ccccc1	-1	-1.2	-5	2	-4	-4	-3	14	1
COc1cccc(NC(=O)Nc2ccc3nc(C)c(C)nc3c2)c1	-5	1.5	-6	7	1	7	-2	3	1
CC(=O)NC12CC3CC(C1)CC(C(=O)N(C)CC(=O)Nc1ccccc1Cl)(C3)C2	0	1.6	7	-2	-3	1	3	9	-4
NC(=O)[C@@H]1CC2(CC(c3cccc(NC(=O)CC(c4ccccc4)c4ccccc4)c3)=NO2)CN1C(=O)[C@@H]1CCC(=O)N1 (stereo partly specified)	5	1.8	1	6	0	0	0	7	3
COC(=O)[C@@H](Cc1c[nH]c2ccccc12)NC(=O)CCC(=O)c1ccc(Br)cc1	1	0.6	-9	-9	1	-1	2	0	0
O=C(O)c1cc(-c2ccccc2)nc2ccccc12	-1	1.6	-6	-1	-2	2	-2	-2	1
Cc1cc(C(=O)COC(=O)c2cccc(NS(C)(=O)=O)c2)c(C)n1CC1CCCO1 (stereo unspecified)	-2	nt	0	-2	nt	nt	nt	11	nt
Cc1ccc(-n2nnnc2CNC(=O)c2ccc(Br)o2)cc1C	10	0.2	10	-3	1	-2	0	1	-2
CCn1cc(/C=C(\NC(=O)c2ccccc2F)C(=O)NCCN2CCOCC2)c2ccccc21	15	-1.1	-5	6	1	4	3	9	-10
O=C(NNc1cc(Cl)ccc1Cl)c1c(F)cccc1Cl	1	-2.0	-12	-5	-2	-1	2	-1	1
CSc1ccc(CN(C)C(=O)CNC(=O)CNS(=O)(=O)c2ccc(C)c(C)c2)cc1	-1	2.2	-6	-1	0	3	-3	5	-8
O=[N+]([O-])c1ccccc1CNCCCCO	4	3.1	3	-1	3	0	-4	-9	-3
O=C1c2ccccc2C(=O)N1CCc1nc2ccccc2c(=O)n1-c1ccccn1	3	-1.9	11	1	-1	2	6	2	2

Going on with the list:
SMILES	AHR activator	PP5 primary	PAFAH2 inh	procasp3 activ	PP1 inh	TPT1 inh	CTSL1 counter	procasp7 counter	HCV core dimer
Cc1cc(NC(=O)c2c(F)cccc2F)n(-c2nc3ccccc3[nH]2)n1	17	2.0	-18	-1	0	-2	-1	2	0
Cc1ccc(C)n1NC(=O)c1cccc(Cl)c1	1	3.6	-10	-4	6	8	-2	9	15
CCOC(=O)CCc1c(C)nc2cc(C3CCCN(C(=O)OC(C)(C)C)C3)[nH]n2c1=O (stereo unspecified)	4	2.4	7	0	-1	-2	1	-4	-3
O=C(O)CN1C(=O)C(=O)N(Cc2ccc(Cl)cc2Cl)C1=O	0	1.4	-3	-11	1	-4	-2	0	-2
O=S(=O)(NCc1csc(-c2cccs2)n1)c1ccc(Cl)cc1	0	-0.5	3	-3	0	-2	-1	3	1
O=C(NC(=S)Nn1cnnc1)c1cccc(Br)c1	0	1.4	-6	-6	-4	-1	-1	-29	-4
C=CCn1c(C(C)NC(=O)c2ccccc2)n[nH]c1=S (stereo unspecified)	-1	1.6	8	-9	-8	0	-3	-8	0
O=C(NC1CCCCCC1)C1CCN(C(=O)c2ccc(Br)cc2)CC1	3	1.2	-2	1	-4	1	0	6	4
CC(C)(C)c1ccc(-c2nnc(SCC(=O)Nc3sc4c(c3C#N)CCCC4)o2)cc1	0	-2.1	3	-7	-2	0	1	-3	8
O=C(Cn1ccc2ccccc2c1=O)NCC(=O)N1CCCCC1	-2	2.4	-2	-4	1	-1	0	3	7
COc1ccc(NS(=O)(=O)c2cc(N)ccc2N2CCOCC2)cc1	1	0.5	-6	3	0	-4	-1	-1	-5
COCCn1nnnc1CN1CCC(O)(c2cccc(C(F)(F)F)c2)CC1	-2	2.1	-2	2	3	4	0	-1	-6
CCCCNC(=O)Cn1cnc2sc(C)c(S(=O)(=O)N3CCN(c4ncccn4)CC3)c2c1=O	-4	3.5	-4	-6	2	1	-1	1	10
O=C(NC1CCCCC1)C(c1ccccn1)N(C(=O)c1csnn1)c1ccccc1F (stereo unspecified)	1	0.4	6	1	3	-2	-3	-8	2
N#Cc1c(N)sc(=S)c2c1CCCC2	7	-0.1	16	-18	0	-68	6	-25	-6

(further entries)
SMILES	AHR activator	PP5 primary	PAFAH2 inh	procasp3 activ	PP1 inh	TPT1 inh	CTSL1 counter	procasp7 counter	HCV core dimer
Cc1cc(C(=O)Nc2c(C)nn(Cc3ccccc3)c2C)on1	0	-0.8	14	1	2	3	-5	-10	-1
CCOC(=O)/C(=C\c1c[nH]c2ccccc12)NC(C)=O	15	-1.6	-6	10	-2	-2	4	13	-5
CC(C)(C)c1cn(-c2ccccc2)c(=S)[nH]1	5	1.5	-6	-11	1	0	0	-17	-1
COc1ccc(CNC(=O)COC(=O)c2ccc(F)c(S(=O)(=O)N3CCOCC3)c2)cc1	1	nt	1	-2	nt	nt	nt	3	nt
O=C(NCc1ccc(Cl)cc1)c1ccc(NC(=O)C2CCCO2)cc1 (stereo unspecified)	0	1.3	-8	7	1	-1	1	1	-14
COc1ccc(N2CCN(c3ccc(NC(=O)/C=C\C(=O)O)cc3)CC2)cc1	2	1.4	5	-8	20*	-6	-1	-12	-3
CN(c1ccccc1)S(=O)(=O)c1ccc(NC(=S)NC(=O)c2ccccc2)cc1	3	3.9	-13	-4	3	0	-5	-11	18
CCCOc1ccc(C2=CSC3=NCCN23)cc1	8	1.5	4	-4	2	0	1	4	0
CC(=O)Nc1ccc(NC(=O)CSc2nnc(-c3ccco3)n2Cc2ccco2)cc1	3	4.0	-1	-3	-21	2	-4	-3	-4
Cc1occc1C(=O)NCCc1ccc(Cl)cc1	-1	-0.4	6	1	-3	1	0	-8	4
O=C(NCCCN1CCOCC1)C1CCN(S(=O)(=O)c2c(Cl)cccc2Cl)CC1	3	3.4	-1	-2	-2	2	1	-6	-5
Cc1cccc(NC(=O)CC2C(=O)NC3CCCCC3N2C(=O)c2ccccc2Cl)c1 (stereo unspecified)	0	-1.0	-3	3	-10	2	-3	3	3
CCCOc1ccc(N2C(=O)CC(N(O)c3ccccc3)C2=O)cc1 (stereo unspecified)	1	1.1	-2	-5	2	2	1	11	-3
COc1ccc(NC(=O)c2ccccc2)c([N+](=O)[O-])c1	-4	-1.8	-4	7	-2	1	-2	6	-2
NC(=O)C(c1ccc(Sc2ccccc2)nn1)c1ccc(Cl)cc1Cl (stereo unspecified)	0	3.1	11	0	3	3	-5	1	11

Next section.
SMILES	AHR activator	PP5 primary	PAFAH2 inh	procasp3 activ	PP1 inh	TPT1 inh	CTSL1 counter	procasp7 counter	HCV core dimer
COc1ccc(/C=C/C(=O)OCC(=O)c2ccc(S(=O)(=O)N3CCCCC3)cc2)cc1OC	3	-0.1	-3	-1	-1	0	-4	2	23
Cn1nnnc1SCC(=O)Nc1ccc(Oc2ccc(Cl)cc2)cc1	-3	2.1	0	-12	2	-3	-1	5	0
O=C(Nc1cccc2ccccc12)/C(=C\c1cccc([N+](=O)[O-])c1)NC(=O)c1cccs1	6	-0.2	-4	-9	3	-2	0	16	20
O=C(CSc1nncc2ccccc12)Nc1cccc(C(=O)O)c1	4	-1.7	2	-1	0	3	-1	4	-4
Cc1ccc(CN2CC(C(=O)NCCCSc3ccccc3)CC2=O)cc1 (stereo unspecified)	4	1.4	2	5	0	-4	2	-4	-19
CSc1nc(NC(C)(C)C)nc(Oc2ccc(=O)n(C)n2)n1	1	2.1	-7	11	1	-3	-3	-6	-8
O=[N+]([O-])c1ccccc1CNCCO	4	2.5	3	9	2	1	1	3	4
O=[N+]([O-])c1cc([N+](=O)[O-])c(Oc2cccnc2Br)cc1NN1CCCCC1	3	2.1	9	8	-1	0	2	-6	18
Cc1cc(C)cc(-n2ncc3c2CCCC3NC(=O)CN2CCCCC2=O)c1 (stereo unspecified)	2	1.1	0	3	2	0	1	11	-1
CNC(=S)N1CCc2cc(OC)c(OC)cc2C1	-2	4.2	2	2	-3	-1	-6	3	1
Cc1ccnc(N2C(=O)c3cccc4c([N+](=O)[O-])ccc(c34)C2=O)c1	-5	2.5	5	-3	-3	-34	0	2	-35
CC1CN(C(=O)C2CC2)C(C)CN1C(=O)C1CC1 (stereo unspecified)	0	0.2	-9	-2	-5	0	-2	4	1
O=C(COC(=O)c1ccccc1)Nc1cccc(S(=O)(=O)NC2=NCCCCC2)c1	2	1.5	2	4	0	-1	-5	3	-5
NC(=O)COC(=O)Cc1coc2cc3c(cc12)CCC3	-1	3.1	-15	1	6	-1	5	1	1
CC1CCCCN1c1nnc(NC(=O)c2cc(-c3ccc(Br)cc3)on2)s1 (stereo unspecified)	3	4.0	5	-8	-1	1	0	1	7

(cont.)
SMILES	AHR activator	PP5 primary	PAFAH2 inh	procasp3 activ	PP1 inh	TPT1 inh	CTSL1 counter	procasp7 counter	HCV core dimer
CCC1CCCCN1C(=O)c1nn2cccnc2c1Cl (stereo unspecified)	2	0.5	-1	-4	1	-2	1	5	-1
Cc1cccc(C)c1NC(=O)c1ccc(-n2cncn2)nc1	4	-1.5	-4	1	-3	-1	2	12	-2
Cc1cc(C)n(Cc2ccc(NC(=O)c3ccc(COc4ccccc4Br)cc3)cc2)n1	-12	4.3	-37	3	6	-3	-3	3	9
CCOCCCn1c(SCC(=O)NC(C)(C)C)nc2ccccc2c1=O	-2	3.8	0	-6	-2	-1	-5	-4	-1
O=c1c2ccccc2cnn1Cc1n[nH]c(=S)n1-c1ccc(F)cc1	-2	0.8	6	0	3	2	-2	-9	7
Cc1cc(C)nc(N2CCC(C(=O)NNC(=O)c3ccc(Cl)cc3)CC2)n1	1	2.4	0	-3	-3	0	-3	1	-1
CCOc1ccc(NC(=S)NC(C)CCc2ccccc2)cc1 (stereo unspecified)	1	5.7	0	-4	0	-4	3	1	7
CCC1(CC)NC(=O)N(CC(=O)OCC(=O)Nc2sccc2C#N)C1=O	3	0.3	1	4	3	2	-40	11	2
